A3A deaminase: human APOBEC3A DNA deaminase inhibition; AID 493011; 330,000 compounds, 0.41% hits; inhibition, % at 20 µM; recombinant A3A, FAM/TAMRA ssDNA deamination fluorescence;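 active = at least 40% inhibition at 20 µM here, with at most 30% in a related deaminase screen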;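 also: plate controls were A3A with DMSO for no effect and wells lacking A3A enzyme for full effect; some results filed as inactive read as strong as hits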
Target sequence (P31941 whole entry, looked up): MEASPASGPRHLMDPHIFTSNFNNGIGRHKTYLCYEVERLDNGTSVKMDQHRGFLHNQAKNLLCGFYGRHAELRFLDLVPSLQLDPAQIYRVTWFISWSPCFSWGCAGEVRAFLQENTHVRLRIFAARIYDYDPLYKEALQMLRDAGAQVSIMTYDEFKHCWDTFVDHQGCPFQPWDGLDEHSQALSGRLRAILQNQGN
CXCR6 block: CXCR6 (human) receptor inhibition | O00574 | CHO-K1 PathHunter CXCR6 beta-arrestin, luminescence | inhibition, % at 20 µM | 360,000 compounds, 0.36% hits; in the data active = inhibition above about 34%, passing the limit was not always enough;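 also: antagonist mode with CXCL16 agonist at 10 nM final; 0% = 10 nM CXCL16 with DMSO and 100% = unstimulated wells without agonist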
CCR6 antag: CCR6 (human) receptor antagonism. AID 493098. P51684. 340,000 compounds, 0.49% hits. CHO-K1 CCR6 PathHunter beta-arrestin, luminescence, CCL20-stimulated. inhibition, % at 20 µM;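 active = compounds whose inhibition of the agonist-driven luminescence signal at 20 µM reaches about 50%, limit read from the data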;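 also: cells stimulated with CCL20 at 14 nM final; plate controls were DMSO with CCL20 for no effect and DMSO without agonist for full effect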
GRIN3A LBD mod: NR3A (human) ligand-binding domain modulation; NR3A LBD differential scanning fluorimetry, Tm shift; 0% = protein alone, 100% = glycine-bound protein; Tm shift relative to glycine control, % at 25 µM; 340,000 compounds, 2.5% hits; AID 1259313;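 active = melting temperature shift of at least 10% of the positive control shift, at one fixed dose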
APOBEC3G inh: APOBEC3G (human) deaminase inhibition; recombinant A3G, ssDNA deamination FAM/TAMRA fluorescence; Q9HC16; AID 493012; 330,000 compounds, 0.28% hits; inhibition, % at 20 µM;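 active = inhibition of at least 40% at 20 µM, with no more than 30% in the related APOBEC3A deaminase screen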;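 also: plate controls were DMSO wells with A3G for no effect and wells lacking A3G enzyme for full effect; some compounds called inactive have numbers as strong as hits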
Target sequence (Q9HC16 whole entry, looked up): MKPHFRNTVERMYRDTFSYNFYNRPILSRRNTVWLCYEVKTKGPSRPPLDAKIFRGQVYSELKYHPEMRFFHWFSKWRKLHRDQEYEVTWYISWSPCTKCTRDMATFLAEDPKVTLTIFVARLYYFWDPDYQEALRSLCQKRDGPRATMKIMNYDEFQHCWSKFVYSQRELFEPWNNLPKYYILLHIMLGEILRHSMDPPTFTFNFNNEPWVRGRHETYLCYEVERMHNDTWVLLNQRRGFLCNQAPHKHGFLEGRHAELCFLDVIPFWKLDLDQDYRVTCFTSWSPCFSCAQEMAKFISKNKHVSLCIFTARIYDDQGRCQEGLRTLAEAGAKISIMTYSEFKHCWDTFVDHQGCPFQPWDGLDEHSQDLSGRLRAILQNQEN
EBI2 block: antagonists of human EBI2 receptor; P32249; EBI2 beta-arrestin recruitment, luminescence, 7a,25-OHC stimulated; inhibition, % at 5 µM; 360,000 compounds, 0.81% hits; in the data active = inhibition above about 38%;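 also: enzyme fragment complementation signal reports receptor beta-arrestin coupling in cells; 0% = agonist plus DMSO wells and 100% = wells without agonist; some results beyond the cut were filed as inactive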
Target sequence (P32249 whole entry, looked up, the tested form may be a part): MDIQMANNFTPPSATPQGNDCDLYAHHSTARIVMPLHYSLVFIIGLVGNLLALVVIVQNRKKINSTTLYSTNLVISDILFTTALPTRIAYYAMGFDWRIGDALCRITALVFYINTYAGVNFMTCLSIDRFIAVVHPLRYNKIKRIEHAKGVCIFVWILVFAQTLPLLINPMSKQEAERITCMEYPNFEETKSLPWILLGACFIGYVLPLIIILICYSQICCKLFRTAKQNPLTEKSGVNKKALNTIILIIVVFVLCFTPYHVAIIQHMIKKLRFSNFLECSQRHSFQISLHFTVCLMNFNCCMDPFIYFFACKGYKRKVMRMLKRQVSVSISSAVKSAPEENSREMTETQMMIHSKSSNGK
MPTP inh: permeability transition pore inhibition; isolated mouse mitochondria, Ca2+ swelling absorbance, 30 min; inhibition, % at 10 µM; 360,000 compounds, 1.4% hits; AID 602449;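 active = inhibition of 50% or more, scaled per plate between neutral and stimulator controls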;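 also: 0% = DMSO wells given calcium and 100% = 1 mM EGTA wells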
Gli-Sufu block: antagonists of Gli-Sufu signaling; 340,000 compounds, 0.74% hits; Sufu-KO-LIGHT fibroblasts, Gli luciferase reporter luminescence; inhibition, % at 5 µM; AID 588413;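 active = inhibition above about 55%, limit read from the data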;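 also: 0% = DMSO-treated cells and 100% = wells with medium but no cells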
* = called active by the depositor.

For Cc1cc(C)nc(SCC(=O)N/N=C/c2ccc3c(c2)OCO3)n1 the results were A3A deaminase -5, CXCR6 block 14, CCR6 antag 3, GRIN3A LBD mod 4, APOBEC3G inh -4, EBI2 block -10, MPTP inh -1.0 and Gli-Sufu block -56.
For CN1CCN(c2ccccc2NC(=O)c2ccc([N+](=O)[O-])cc2Cl)CC1 the results were A3A deaminase 0, CXCR6 block -16, CCR6 antag -19, GRIN3A LBD mod 0, APOBEC3G inh -9, EBI2 block -3, MPTP inh -3.5 and Gli-Sufu block -15.
For COCCN(Cc1ccccc1)P(=O)(O)c1ccccc1OCC(=O)O the results were A3A deaminase -1, CXCR6 block -5, CCR6 antag -3, GRIN3A LBD mod 1, APOBEC3G inh -4, EBI2 block -1, MPTP inh 4.1 and Gli-Sufu block 4.
COc1cccc(NS(=O)(=O)c2c(C)nc3sccn3c2=O)c1 was read as A3A deaminase 6, CXCR6 block 1, CCR6 antag 2, GRIN3A LBD mod -1, APOBEC3G inh 3, EBI2 block -5, MPTP inh -0.4 and Gli-Sufu block 2.
CCN(CC)c1ccc(/C=N/N2C(=O)c3ccccc3C2=O)cc1 was read as A3A deaminase -1, CXCR6 block 4, CCR6 antag 5, GRIN3A LBD mod 3, APOBEC3G inh -1, EBI2 block -2, MPTP inh 0.1 and Gli-Sufu block -5.
`O=C(Nc1ccccc1C(F)(F)F)c1ccc2nccnc2c1` gave A3A deaminase 2, CXCR6 block -8, CCR6 antag -8, GRIN3A LBD mod 2, APOBEC3G inh -2, EBI2 block 5, MPTP inh -0.1 and Gli-Sufu block -22.
For Cc1onc(C(=O)Nc2sc3c(c2C#N)CCCC3)c1[N+](=O)[O-] the results were A3A deaminase 0, CXCR6 block 0, CCR6 antag 10, GRIN3A LBD mod -3, APOBEC3G inh 3, EBI2 block 0, MPTP inh 6.0 and Gli-Sufu block 6.
Screening CC1(C)CC(=O)C2=C(C1)NC(Nc1nc3ccccc3o1)=NC21CCCC1 returned A3A deaminase 0, CXCR6 block 1, CCR6 antag -17, GRIN3A LBD mod 6, APOBEC3G inh -3, EBI2 block 21, MPTP inh -2.8 and Gli-Sufu block 8.
O=C(Nc1ccccc1)C1CC(=O)N(c2ccc3c4c(cccc24)CC3)C1 (centres undefined) was read as A3A deaminase -2, CXCR6 block -5, CCR6 antag -10, GRIN3A LBD mod -2, APOBEC3G inh -10, EBI2 block 10, MPTP inh 1.1 and Gli-Sufu block 5.
`Cc1ccc(C(C)C)c(OCC(=O)Nc2ccc3c(c2)nc(CN2CCCC2)n3C)c1` gave A3A deaminase -5, CXCR6 block 10, CCR6 antag 22, GRIN3A LBD mod 1, APOBEC3G inh -11, EBI2 block 2, MPTP inh -0.5 and Gli-Sufu block 5.
Cc1ccc(NC(=O)CN2C(=O)S/C(=C\c3cccn3-c3cccc(C(=O)O)c3)C2=O)c(C)c1 was read as A3A deaminase 26, CXCR6 block 14, CCR6 antag 36, GRIN3A LBD mod -7, APOBEC3G inh 15, EBI2 block -12, MPTP inh 0.6 and Gli-Sufu block -5.
Screening COc1ccccc1NC(=O)CNC(=O)Cn1cnc2sc(C)c(C)c2c1=O returned A3A deaminase -2, CXCR6 block -4, CCR6 antag 15, GRIN3A LBD mod 0, APOBEC3G inh -2, EBI2 block -3, MPTP inh -1.3 and Gli-Sufu block -15.
For COc1ccc(OCC(=O)N(C)Cc2ccccc2)cc1 the results were A3A deaminase 3, CXCR6 block 5, CCR6 antag 12, GRIN3A LBD mod -2, APOBEC3G inh 3, EBI2 block 63*, MPTP inh -2.2 and Gli-Sufu block -1.
Cc1oc(C)c(C(N)=O)c1C(N)=O was read as A3A deaminase 0, CXCR6 block 0, CCR6 antag -2, GRIN3A LBD mod 0, APOBEC3G inh -5, EBI2 block 18, MPTP inh -0.9 and Gli-Sufu block -3.
`Cc1sc2nc3n(c(=O)c2c1C)CCCCC3` gave A3A deaminase -2, CXCR6 block 1, CCR6 antag -7, GRIN3A LBD mod 0, APOBEC3G inh -6, EBI2 block -9, MPTP inh -5.4 and Gli-Sufu block 4.

Entries above containing a COOH group:
For COCCN(Cc1ccccc1)P(=O)(O)c1ccccc1OCC(=O)O the results were A3A deaminase -1, CXCR6 block -5, CCR6 antag -3, GRIN3A LBD mod 1, APOBEC3G inh -4, EBI2 block -1, MPTP inh 4.1 and Gli-Sufu block 4.
Cc1ccc(NC(=O)CN2C(=O)S/C(=C\c3cccn3-c3cccc(C(=O)O)c3)C2=O)c(C)c1 was read as A3A deaminase 26, CXCR6 block 14, CCR6 antag 36, GRIN3A LBD mod -7, APOBEC3G inh 15, EBI2 block -12, MPTP inh 0.6 and Gli-Sufu block -5.

Further compounds
For Cc1ccc(C)c(N2N=C(C(=O)OCc3nnc(-c4ccccc4)o3)CCC2=O)c1 the results were A3A deaminase -3, CXCR6 block -4, CCR6 antag 14, GRIN3A LBD mod 0, APOBEC3G inh -8, EBI2 block -2, MPTP inh 2.0 and Gli-Sufu block 25.
`O=C(Nc1c(F)c(F)c(F)c(F)c1F)NC1CCCCC1` gave A3A deaminase -5, CXCR6 block 7, CCR6 antag 12, GRIN3A LBD mod -1, APOBEC3G inh -8, EBI2 block -1, MPTP inh 9.7 and Gli-Sufu block 3.
Screening CC(=O)Nc1ccc(NC(=O)C(C)OC(=O)C(C)SCC(=O)Nc2ccc(F)cc2)cc1 (centres undefined) returned A3A deaminase 0, CXCR6 block -1, CCR6 antag 5, GRIN3A LBD mod 2, APOBEC3G inh -1, EBI2 block -3, MPTP inh -1.2 and Gli-Sufu block -6.
For COc1ccc(-c2noc(CCC(=O)Nc3ccc(C)c(C)c3)n2)cc1 the results were A3A deaminase -5, CXCR6 block 6, CCR6 antag 9, GRIN3A LBD mod -32, APOBEC3G inh -7, EBI2 block 1, MPTP inh 12 and Gli-Sufu block -2.
For O=C(CCNc1ccc(F)cc1)c1ccco1 the results were A3A deaminase 1, CXCR6 block -6, CCR6 antag 0, GRIN3A LBD mod 0, APOBEC3G inh -5, EBI2 block -5, MPTP inh -1.3 and Gli-Sufu block -44.
For COC(=O)Cn1c(C)nc2ccccc21 the results were A3A deaminase 1, CXCR6 block -4, CCR6 antag -1, GRIN3A LBD mod 2, APOBEC3G inh -10, EBI2 block 9, MPTP inh -1.0 and Gli-Sufu block 39.
O=C(Cn1c(=O)oc2ccccc21)NCC1COc2ccccc2O1 (centres undefined) was read as A3A deaminase 0, CXCR6 block 4, CCR6 antag -3, GRIN3A LBD mod 1, APOBEC3G inh -4, EBI2 block 7, MPTP inh 0.0 and Gli-Sufu block -3.
`Cc1cccc(C2c3[nH]c4ccccc4c3CCN2C(=O)c2noc3c2CCCC3)n1` (centres undefined) gave A3A deaminase -3, CXCR6 block 5, CCR6 antag -3, GRIN3A LBD mod -5, APOBEC3G inh -7, EBI2 block -20, MPTP inh -0.5 and Gli-Sufu block 10.
For O=C(O)CC12CC3CC(C1)CC(n1ncc(NCc4ccco4)c(Cl)c1=O)(C3)C2 the results were A3A deaminase 4, CXCR6 block -10, CCR6 antag 3, GRIN3A LBD mod 0, APOBEC3G inh -4, EBI2 block -2, MPTP inh 2.3 and Gli-Sufu block 11.
`Cc1ccc(NC(=O)CCn2cccc2)cc1` gave A3A deaminase -6, CXCR6 block -3, CCR6 antag 20, GRIN3A LBD mod 1, APOBEC3G inh -2, EBI2 block -10, MPTP inh 0.6 and Gli-Sufu block -11.
`COc1ccc2nc(SCC(=O)O)nc(C)c2c1` gave A3A deaminase -4, CXCR6 block -14, CCR6 antag 6, GRIN3A LBD mod 0, APOBEC3G inh -5, EBI2 block -6, MPTP inh 1.2 and Gli-Sufu block 0.
Cc1ccnc(SCc2cc(=O)c(OC(=O)c3ccc(S(=O)(=O)N(C)C)cc3)co2)n1 was read as A3A deaminase -2, CXCR6 block 3, CCR6 antag 13, GRIN3A LBD mod 2, APOBEC3G inh -3, EBI2 block -5, MPTP inh 7.8 and Gli-Sufu block -2.
C/C(N)=C(/C#N)C(=O)COC(=O)c1cc(-c2cccc(Br)c2)nc2ccccc12 was read as A3A deaminase -1, CXCR6 block -7, CCR6 antag 23, GRIN3A LBD mod 30*, APOBEC3G inh -3, EBI2 block 31, MPTP inh 2.6 and Gli-Sufu block 5.
For COc1ccc(C(=O)c2ccccc2Cl)cc1OC the results were A3A deaminase -1, CXCR6 block 6, CCR6 antag 3, GRIN3A LBD mod -2, APOBEC3G inh -6, EBI2 block -7, MPTP inh -0.1 and Gli-Sufu block 3.
Screening Cc1cccc(NC(=O)NNC(=O)c2cc(-c3ccccc3Cl)nc3ccccc23)c1 returned A3A deaminase -1, CXCR6 block -2, CCR6 antag 2, GRIN3A LBD mod 8, APOBEC3G inh -3, EBI2 block -25, MPTP inh -3.2 and Gli-Sufu block 4.
`CC1Cc2ccccc2N1C(=O)CSc1nnc(-c2ccccc2)c(-c2ccccc2)n1` (centres undefined) gave A3A deaminase 6, CXCR6 block 1, CCR6 antag 6, GRIN3A LBD mod -1, APOBEC3G inh -4, EBI2 block 12, MPTP inh 2.0 and Gli-Sufu block 7.
Screening O=C(NCc1cccc(Br)c1)c1cc(-c2ccccc2)nn1CC1CC(c2cccc([N+](=O)[O-])c2)=NO1 (centres undefined) returned A3A deaminase -1, CXCR6 block 5, CCR6 antag -16, GRIN3A LBD mod -9, APOBEC3G inh -11, EBI2 block 4, MPTP inh 1.9 and Gli-Sufu block 11.
For COC(=O)c1ccc(OCCN2CCCCCC2)cc1 the results were A3A deaminase -1, CXCR6 block -5, CCR6 antag 12, GRIN3A LBD mod -17, APOBEC3G inh 1, EBI2 block -2, MPTP inh 1.2 and Gli-Sufu block -2.
For COc1ccc(-c2c(C#N)c(SCC(=O)c3cc4ccccc4oc3=O)nc(C)c2C(=O)Nc2ccccc2)cc1 the results were A3A deaminase -6, CXCR6 block 13, CCR6 antag 8, GRIN3A LBD mod 7, APOBEC3G inh -10, EBI2 block -9, MPTP inh 2.8 and Gli-Sufu block 14.
For O=C1NC(=O)C2(COC(c3cccnc3)OC2)S1 (centres undefined) the results were A3A deaminase 1, CXCR6 block 4, CCR6 antag 9, GRIN3A LBD mod 2, APOBEC3G inh 1, EBI2 block -2, MPTP inh 0.3 and Gli-Sufu block -6.
COc1ccccc1-n1c(SCC(=O)O)nc2c(sc(=S)n2-c2ccccc2C)c1=O was read as A3A deaminase -2, CXCR6 block 3, CCR6 antag 8, GRIN3A LBD mod 0, APOBEC3G inh -9, EBI2 block -13, MPTP inh 0.9 and Gli-Sufu block 3.
`COc1ccc(Cn2c(C3CC3)nc3ccc(NC(=O)C4CC4)cc3c2=O)cc1` gave A3A deaminase 1, CXCR6 block 3, CCR6 antag 12, GRIN3A LBD mod -14, APOBEC3G inh 0, EBI2 block -4, MPTP inh -9.1 and Gli-Sufu block -115.
Cn1c(=O)c2[nH]c(CCCC(=O)O)nc2n(Cc2ccccc2)c1=S was read as A3A deaminase 6, CXCR6 block 2, CCR6 antag 3, GRIN3A LBD mod 0, APOBEC3G inh -1, EBI2 block -8, MPTP inh -0.6 and Gli-Sufu block -12.
For NC(=O)C1(N2CCCCC2)CCN(S(=O)(=O)c2ccccc2)CC1 the results were A3A deaminase -7, CXCR6 block 1, CCR6 antag -5, GRIN3A LBD mod 1, APOBEC3G inh -6, EBI2 block 3, MPTP inh -0.6 and Gli-Sufu block -7.
`CN(Cc1ccccc1)C(=O)c1cccc(NC(=O)Cc2cccc(NC(=O)C3CCN(C(=O)C4CC4)CC3)c2)c1` gave CXCR6 block 2, CCR6 antag 11, GRIN3A LBD mod -1, EBI2 block -12, MPTP inh 0.5 and Gli-Sufu block -8.
`COc1ccc(OC)c(NC(=O)CCC(=O)Nc2nnc(C(C)C)s2)c1` gave A3A deaminase -1, CXCR6 block 7, CCR6 antag 5, GRIN3A LBD mod 0, APOBEC3G inh 0, EBI2 block 6, MPTP inh 2.6 and Gli-Sufu block -15.
For COc1ccc(NC(=O)CN(C)C(=O)c2cccc(S(=O)(=O)Nc3ccc(OC)cc3)c2)cc1 the results were A3A deaminase -2, CXCR6 block 7, CCR6 antag 6, GRIN3A LBD mod 1, APOBEC3G inh 49*, EBI2 block -1, MPTP inh -0.8 and Gli-Sufu block -7.

High-throughput results deposited in PubChem BioAssay by Sanford-Burnham Center for Chemical Genomics.
